# MPTP inh: permeability transition pore inhibition; isolated mouse mitochondria, Ca2+ swelling absorbance, 30 min; inhibition, % at 10 µM; hit rate 1.4% among 360,000; AID 602449;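 active = inhibition of 50% or more, scaled per plate between neutral and stimulator controls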;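 also: 0% = DMSO wells given calcium and 100% = 1 mM EGTA wells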
# EBI2 block: blocks human EBI2 receptor beta-arrestin signaling; AID 651636; inhibition, % at 5 µM; hit rate 0.81% among 360,000; EBI2 beta-arrestin recruitment, luminescence, 7a,25-OHC stimulated; P32249; in the data active = inhibition above about 38%;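 also: enzyme fragment complementation signal reports receptor beta-arrestin coupling in cells; 0% = agonist plus DMSO wells and 100% = wells without agonist; some results beyond the cut were filed as inactive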
# Target sequence (P32249 whole entry, looked up, the tested form may be a part): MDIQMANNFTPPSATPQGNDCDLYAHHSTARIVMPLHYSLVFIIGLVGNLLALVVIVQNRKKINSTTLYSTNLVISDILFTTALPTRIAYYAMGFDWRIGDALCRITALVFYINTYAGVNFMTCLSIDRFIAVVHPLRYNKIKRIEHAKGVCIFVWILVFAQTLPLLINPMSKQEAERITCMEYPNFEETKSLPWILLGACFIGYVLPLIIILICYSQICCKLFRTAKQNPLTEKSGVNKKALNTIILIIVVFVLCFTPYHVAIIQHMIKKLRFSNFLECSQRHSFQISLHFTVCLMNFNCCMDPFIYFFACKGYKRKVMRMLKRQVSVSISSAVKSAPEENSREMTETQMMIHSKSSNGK
# CCR6 antagonist: antagonists of human CCR6 receptor; inhibition, % at 20 µM; CHO-K1 CCR6 PathHunter beta-arrestin, luminescence, CCL20-stimulated; hit rate 0.49% among 340,000;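 active = compounds whose inhibition of the agonist-driven luminescence signal at 20 µM reaches about 50%, limit read from the data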;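 also: cells stimulated with CCL20 at 14 nM final; plate controls were DMSO with CCL20 for no effect and DMSO without agonist for full effect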
# NR3A LBD binder: modulates the human NR3A ligand-binding domain; hit rate 2.5% among 340,000; NR3A LBD differential scanning fluorimetry, Tm shift; 0% = protein alone, 100% = glycine-bound protein; Tm shift relative to glycine control, % at 25 µM; AID 1259313;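 active = melting temperature shift of at least 10% of the positive control shift, at one fixed dose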
# Gli-Sufu block: Gli-Sufu pathway antagonism | hit rate 0.74% among 340,000 | AID 588413 | inhibition, % at 5 µM | Sufu-KO-LIGHT fibroblasts, Gli luciferase reporter luminescence;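 active = inhibition above about 55%, limit read from the data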;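 also: 0% = DMSO-treated cells and 100% = wells with medium but no cells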
# CXCR6 block: CXCR6 (human) receptor inhibition | O00574 | CHO-K1 PathHunter CXCR6 beta-arrestin, luminescence | inhibition, % at 20 µM | hit rate 0.36% among 360,000; in the data active = inhibition above about 34%, passing the limit was not always enough;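 also: antagonist mode with CXCL16 agonist at 10 nM final; 0% = 10 nM CXCL16 with DMSO and 100% = unstimulated wells without agonist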
# APOBEC3G inh: inhibitors of human APOBEC3G DNA deaminase; hit rate 0.28% among 330,000; Q9HC16; inhibition, % at 20 µM; recombinant A3G, ssDNA deamination FAM/TAMRA fluorescence;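 active = inhibition of at least 40% at 20 µM, with no more than 30% in the related APOBEC3A deaminase screen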;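 also: plate controls were DMSO wells with A3G for no effect and wells lacking A3G enzyme for full effect; some compounds called inactive have numbers as strong as hits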
# Target sequence (Q9HC16 whole entry, looked up): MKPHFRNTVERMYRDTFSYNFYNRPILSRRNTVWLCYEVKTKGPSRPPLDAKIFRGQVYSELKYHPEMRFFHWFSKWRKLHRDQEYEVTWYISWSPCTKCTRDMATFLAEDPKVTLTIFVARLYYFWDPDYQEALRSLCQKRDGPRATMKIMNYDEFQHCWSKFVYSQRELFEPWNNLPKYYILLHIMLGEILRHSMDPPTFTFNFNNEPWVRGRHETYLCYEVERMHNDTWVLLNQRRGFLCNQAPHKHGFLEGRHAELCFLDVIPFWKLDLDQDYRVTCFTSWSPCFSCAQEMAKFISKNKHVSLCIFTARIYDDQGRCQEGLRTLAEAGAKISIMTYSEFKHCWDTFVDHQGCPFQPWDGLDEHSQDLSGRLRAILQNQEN
# A3A deaminase: inhibitors of human APOBEC3A DNA deaminase; inhibition, % at 20 µM; P31941; AID 493011; hit rate 0.41% among 330,000; recombinant A3A, FAM/TAMRA ssDNA deamination fluorescence;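 active = at least 40% inhibition at 20 µM here, with at most 30% in a related deaminase screen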;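 also: plate controls were A3A with DMSO for no effect and wells lacking A3A enzyme for full effect; some results filed as inactive read as strong as hits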
# Target sequence (P31941 whole entry, looked up): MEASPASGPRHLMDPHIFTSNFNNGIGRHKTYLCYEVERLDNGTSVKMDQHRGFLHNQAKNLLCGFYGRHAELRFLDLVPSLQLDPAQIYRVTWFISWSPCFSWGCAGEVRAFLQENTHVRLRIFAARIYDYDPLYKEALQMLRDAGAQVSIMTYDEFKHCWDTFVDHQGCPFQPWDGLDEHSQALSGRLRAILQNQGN
# Starred values were filed as active, the others as inactive; x = not tested or not shown. No enrichment for hits; any-hit rate near 5.8%.
SMILES,MPTP inh,EBI2 block,CCR6 antagonist,NR3A LBD binder,Gli-Sufu block,CXCR6 block,APOBEC3G inh,A3A deaminase
COC(=O)c1cc(OC)c(OC)cc1NC(=O)C1CCC(=O)N1S(=O)(=O)c1ccc(C)cc1 (centres undefined),-0.1,11,10,-2,-3,-1,-1,-1
COc1cccc(/C=C/C(=O)Nc2ccc(N3CCOCC3)cc2)c1OC,0.5,3,6,0,5,4,-6,-2
COc1ccc(N2CCN(C3CCCN(C(=O)CCN4CCCCO4)C3)CC2)cc1 (centres undefined),1.9,-11,20,0,9,0,-1,1
COc1ccc(-c2cc3cc(-c4cc(OC)c(OC)c(OC)c4)ccc3o2)cc1,0.5,3,-9,-1,-17,-3,-3,3
COc1ccc(N(C(=O)c2ccco2)C(C(=O)NC2CCCC2)c2ccc(OC)c(OC)c2)cc1 (centres undefined),-0.8,-13,13,-1,0,3,-9,-4
CCCCCCCCOC(=O)c1c(CSC(=N)N)n(C)c2cc(Br)c(OC(C)=O)cc12,-0.5,22,15,40*,23,-5,-5,2
Cc1noc(C)c1NC(=O)Nc1ccc2c(c1)C(=O)N([C@H](C)CO)C[C@H](C)[C@H](CN(C)C)O2,0.2,-3,3,1,-12,-1,-4,-1
NC1=NC(=O)/C(=C/c2cccc(-c3ccc(S(N)(=O)=O)cc3)c2)S1,0.4,2,6,1,21,-1,-6,9
Cc1ccc(/C=C/c2onc(C)c2S(=O)(=O)N2CCC(C(=O)NC(C)(C)C)CC2)cc1,0.8,12,6,-9,-4,4,-1,-2
C=CCc1c(C)nc(N)[nH]c1=O,-0.2,-10,4,2,1,2,-4,-3
CC(C)(C)C(=O)Nc1c2c(nn1-c1cccc(Cl)c1)CS(=O)(=O)C2,-0.5,4,4,0,-16,0,-10,-5
CCOC(=O)c1sc(Nc2ccccc2)nc1C,-1.4,-6,4,-2,-46,-4,2,3
CCC(c1nnc(SCC(=O)Nc2cc(S(C)(=O)=O)ccc2Cl)n1Cc1ccccc1)N(C)C (centres undefined),1.3,-4,16,-1,24,5,-4,-3
CCC(=O)Nc1ccc(C(=O)NNC(=O)COc2cc(C)ccc2C)cc1,0.6,-5,-2,1,-9,-8,x,x
CCn1c(SCC(=O)Nc2ccc(F)cc2)nnc1-c1cnccn1,-1.0,-9,6,-1,-6,9,-4,0
O=C(C1CC1)N1CCc2cc(Br)cc(S(=O)(=O)NCCN3CCOCC3)c21,-0.1,-4,-4,0,1,1,-5,-3
CC(CCc1ccccc1)NC(=O)CC(C)c1ccccc1 (centres undefined),-0.5,2,7,-1,11,3,15,-2
COc1ccc(CCNC(=O)C/C(C)=N/NC(=O)C(c2ccccc2)c2ccccc2)cc1OC,3.4,2,-8,-2,3,-3,-9,-5
FC(F)(F)c1cc(-c2ccco2)nc(NCc2cccnc2)n1,-0.1,-14,3,6,-11,5,-2,-2
COc1cc(NC(=O)/C=C/c2ccccc2[N+](=O)[O-])cc(OC)c1,2.1,0,-4,7,-10,-4,-7,1

# Part of the list above in order of number of heavy atoms, lowest first.
SMILES,MPTP inh,EBI2 block,CCR6 antagonist,NR3A LBD binder,Gli-Sufu block,CXCR6 block,APOBEC3G inh,A3A deaminase
C=CCc1c(C)nc(N)[nH]c1=O,-0.2,-10,4,2,1,2,-4,-3
CCOC(=O)c1sc(Nc2ccccc2)nc1C,-1.4,-6,4,-2,-46,-4,2,3
CC(CCc1ccccc1)NC(=O)CC(C)c1ccccc1 (centres undefined),-0.5,2,7,-1,11,3,15,-2
FC(F)(F)c1cc(-c2ccco2)nc(NCc2cccnc2)n1,-0.1,-14,3,6,-11,5,-2,-2
NC1=NC(=O)/C(=C/c2cccc(-c3ccc(S(N)(=O)=O)cc3)c2)S1,0.4,2,6,1,21,-1,-6,9
CCn1c(SCC(=O)Nc2ccc(F)cc2)nnc1-c1cnccn1,-1.0,-9,6,-1,-6,9,-4,0
COc1cccc(/C=C/C(=O)Nc2ccc(N3CCOCC3)cc2)c1OC,0.5,3,6,0,5,4,-6,-2
COc1ccc(-c2cc3cc(-c4cc(OC)c(OC)c(OC)c4)ccc3o2)cc1,0.5,3,-9,-1,-17,-3,-3,3
COc1ccc(N2CCN(C3CCCN(C(=O)CCN4CCCCO4)C3)CC2)cc1 (centres undefined),1.9,-11,20,0,9,0,-1,1
Cc1ccc(/C=C/c2onc(C)c2S(=O)(=O)N2CCC(C(=O)NC(C)(C)C)CC2)cc1,0.8,12,6,-9,-4,4,-1,-2
COC(=O)c1cc(OC)c(OC)cc1NC(=O)C1CCC(=O)N1S(=O)(=O)c1ccc(C)cc1 (centres undefined),-0.1,11,10,-2,-3,-1,-1,-1
CCC(c1nnc(SCC(=O)Nc2cc(S(C)(=O)=O)ccc2Cl)n1Cc1ccccc1)N(C)C (centres undefined),1.3,-4,16,-1,24,5,-4,-3
COc1ccc(N(C(=O)c2ccco2)C(C(=O)NC2CCCC2)c2ccc(OC)c(OC)c2)cc1 (centres undefined),-0.8,-13,13,-1,0,3,-9,-4

# Continuation.
SMILES,MPTP inh,EBI2 block,CCR6 antagonist,NR3A LBD binder,Gli-Sufu block,CXCR6 block,APOBEC3G inh,A3A deaminase
CC(C)c1ccc(/C=N/n2c(COc3ccccc3)n[nH]c2=S)cc1,1.1,13,20,-17,-3,6,-2,3
O=C(CSc1nnc(-c2ccccc2)o1)N1CCc2ccccc2C1,0.5,-3,6,-2,-5,1,-4,-2
COc1ccc(/C=C/C(=O)Nc2ccc(-n3nncc3-c3ccc(OC)c(OC)c3)cc2)cc1OC,2.8,-1,4,0,18,-8,-6,-2
O=C(Nc1nccs1)c1cc(-c2ccccn2)nc2c(Cl)cccc12,0.2,-11,-4,3,-4,7,-19,19
CCCCC(OC(=O)CN1C(=O)COc2ccccc21)C(=O)NC1CCCCC1 (centres undefined),-0.4,19,14,-2,-5,-7,-9,-3
N#CC1(C#N)CC(C=O)=C(N)C1(C#N)CC(=O)C12CC3CC(CC(C3)C1)C2 (centres undefined),73*,-8,0,2,-4,9,-3,1
Cc1occc1C(=O)NCCCc1ccccc1,-1.9,-9,10,2,-26,-3,1,0
O=C(CCC(=O)OCc1cccc(C(=O)Oc2ccccc2)c1)Nc1cccc2ccccc12,-1.3,1,-2,-6,0,-1,-5,0
Cc1ccc(-n2c(C)cc(C(=O)COC(=O)c3ccc[nH]c3=O)c2C)cc1,-1.0,-8,3,-2,-53,1,-6,-3
COc1cc(/C=C(\C#N)c2nc3ccccc3[nH]2)cc(Br)c1OCc1ccccc1,64*,32,4,17*,5,2,-4,4
Cc1nc(Cl)c(C(=O)NC(=O)NCc2ccccc2)c(C)c1Cl,1.4,-1,-3,-1,-3,0,7,8
Cc1cc(OCCOCCN(C)C)ccc1Cl,-0.4,1,9,-2,1,0,-8,-1
CC1(C)Cc2cccc(C(=O)Nc3ccncc3)c2O1,9.9,-6,6,1,5,-8,-3,1
O=C(CN1C2CCC1CC(NC(=O)Nc1ccccc1)C2)NCc1ccco1 (centres undefined),-2.4,-15,4,0,7,0,4,4
Cc1cc(C)nc(-n2ncc3c2CC(c2cccc(Cl)c2)CC3=O)n1 (centres undefined),1.8,0,6,-1,9,8,-6,-3
CCOc1ccc(N2CC(C(=O)OC)CC2=O)cc1 (centres undefined),-3.6,-3,1,-1,-3,6,1,5
CN(C)c1ccc(CNc2ncnc3sccc23)cc1,39,3,5,1,63*,-10,5,-2
COc1ccc(CN(C)CCCn2cnc(C(=O)Nc3ccc(C)c(C)c3)n2)cc1OC,0.5,10,1,-2,1,1,x,x
C=CCC1=C/C(=C\c2c(N)n3nc(CC(=O)N4CCOCC4)sc3nc2=O)C=C(OC)C1=O,-1.9,-1,9,-1,-9,5,3,7
CNC(=O)c1nn(-c2ccc(C)cc2)ccc1=O,-1.3,-14,25,-1,-1,-5,-9,-5

# Profiles as entered above:
# Results for O=C(C1CC1)N1CCc2cc(Br)cc(S(=O)(=O)NCCN3CCOCC3)c21 : MPTP inh = -0.1; EBI2 block = -4; CCR6 antagonist = -4; NR3A LBD binder = 0; Gli-Sufu block = 1; CXCR6 block = 1; APOBEC3G inh = -5; A3A deaminase = -3
# Results for Cc1ccc(-n2c(C)cc(C(=O)COC(=O)c3ccc[nH]c3=O)c2C)cc1 : MPTP inh = -1.0; EBI2 block = -8; CCR6 antagonist = 3; NR3A LBD binder = -2; Gli-Sufu block = -53; CXCR6 block = 1; APOBEC3G inh = -6; A3A deaminase = -3

# Continuation:
SMILES,MPTP inh,EBI2 block,CCR6 antagonist,NR3A LBD binder,Gli-Sufu block,CXCR6 block,APOBEC3G inh,A3A deaminase
CC1(C)CC(=O)C=C(c2cccc(Br)c2)C1,-0.9,16,13,1,-6,-7,-12,-5
CC(C)n1c(-c2ccco2)csc1=Nc1cccnc1,9.5,-2,-34,1,50,-12,1,1
CCCCNc1nc2c(S(=O)(=O)c3ccccc3)nnn2c2ccccc12,2.7,-8,4,15*,5,-14,-1,0
COc1ccccc1C(=O)Nc1ccc2c(C)cc(=O)oc2c1,-0.4,-4,6,-5,-49,-3,-4,-1
O=C(CNCc1ccc(F)cc1)Nc1ccccc1-c1ccccc1,4.4,4,15,-2,2,3,-6,1
CN(C)/C=C/C(=O)c1ccn(S(=O)(=O)c2ccccc2)c1,-1.5,-2,2,-1,2,0,-7,-2
COc1ccc(OC)c(C2C(C(N)=O)=C(C)Nc3nc(CCCO)nn32)c1 (centres undefined),-2.3,3,-2,-1,-2,2,-1,0
COc1ccc(C(=O)NCCC2=CCCCC2)cc1[N+](=O)[O-],-2.7,4,8,-1,-18,-2,-6,2
N#CCC(=N)N1CCN(c2ccccc2)CC1,-1.3,7,11,1,10,0,-7,-2
COc1ccccc1Cc1nnc(NC(=O)C2CCN(C(=O)c3ccco3)CC2)s1,0.0,-5,5,-1,-9,4,19,3
CC(C)CCC(=O)N1CCC(N2CCC(C(=O)NCc3ccccn3)CC2)CC1,-1.0,-13,-4,-1,-7,-4,-8,-4
COc1ccc(NC(=O)CNS(=O)(=O)c2ccc(Cl)cc2)cc1OC,0.1,1,-7,1,-10,-4,3,4
COc1ccc2[nH]c(=S)[nH]c2c1,-3.7,0,8,0,3,-16,21,-2
O=C(N/N=C/c1ccc(Cl)s1)c1ccccc1[N+](=O)[O-],3.2,-3,14,3,4,2,4,1
O=C(CCc1nc(-c2ccccc2)no1)NCc1ccco1,-5.3,6,2,0,-1,-4,-7,-4
CCCCn1c(=O)n(C)c(=O)c2c(C(F)(F)F)cc(-c3ccncc3)nc21,-2.1,18,20,4,19,-9,-5,-4
CCc1nn(CC(=O)NCCCN2CCN(C)CC2)c(=O)c2cc3sccc3n12,1.0,-4,11,-2,0,2,-3,-2
O=C(Nc1ccc2c(c1)OCO2)c1cncc(Br)c1,0.7,-4,1,4,-28,1,-3,1
O=c1c2ccccc2c(-c2n[nH]c(=S)o2)nn1Cc1ccccc1,-2.0,0,17,1,-9,-3,0,1
CCN(c1ccc(OC)cc1)S(=O)(=O)c1nnc(NC(=O)C(C)C)s1,0.3,-2,9,0,-8,0,-2,2
CCCCC1=CC2=C(c3ccco3)C(=O)C(C)(OC(=O)c3ccc(OC)cc3)C(=O)C2=CN1c1ccccc1 (centres undefined),-1.3,0,-1,1,-5,2,-9,1
